Screening results from PubChem BioAssay.
Lung fibro prol: blocks proliferation of human lung fibroblasts. 85,000 compounds, 1.1% hits. LL 47 human lung fibroblast viability, ATP luminescence; stronger effect = lower value. viability, % at 10 µM. AID 719;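 active means viability at or below 50% in the single dose screen; inactive means viability above 50%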;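 further: compound exposure lasted 72 h before the ATP readout; 100% = median luminescence of untreated cell-only wells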
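Material: human LL 47 lung fibroblast cells; quantity: 1,150 cells/well; medium: IMEM plus 15% FBS; doses: 0.1% DMSO in all compound wells; timing: overnight attachment after seeding, then 72 h compound exposure at 37 °C; detection: CellTiter-Glo luminescence; measure: % viability of median cell-only signal; controls: cell-only wells, no compound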
HUVEC tox TNFa: toxic to HUVEC cells under TNF alpha stimulation. HUVEC TNFalpha-stimulated, Hoechst cell count, imaging. cell count reduction, % at 2 µM. 93,000 compounds, 0.17% hits;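 active means cell count reduction exceeding the screen mean by over 5 SD, scaled to untreated wells per plate, cut at about 78% in these data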;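 further: cells counted after 24 h of TNF alpha exposure following the 1 h pretreatment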
Pyk2 oligo antag: blocks oligomerization of human Pyk2 in cells; Q14289; Q293 cells, Pyk2 FERM NanoBiT luminescence; stronger effect = lower value; z-score (the deposit names both 25 µM and 10 µM); 99,000 compounds, 0.83% hits; AID 1347419;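 active means Z-score of -3 or lower, scaled per plate to the spread of control and sample wells; inactive means z-score above -3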;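 further: negative z-score means lost luminescence so less FERM oligomerization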
Target sequence (Q14289 whole entry, looked up): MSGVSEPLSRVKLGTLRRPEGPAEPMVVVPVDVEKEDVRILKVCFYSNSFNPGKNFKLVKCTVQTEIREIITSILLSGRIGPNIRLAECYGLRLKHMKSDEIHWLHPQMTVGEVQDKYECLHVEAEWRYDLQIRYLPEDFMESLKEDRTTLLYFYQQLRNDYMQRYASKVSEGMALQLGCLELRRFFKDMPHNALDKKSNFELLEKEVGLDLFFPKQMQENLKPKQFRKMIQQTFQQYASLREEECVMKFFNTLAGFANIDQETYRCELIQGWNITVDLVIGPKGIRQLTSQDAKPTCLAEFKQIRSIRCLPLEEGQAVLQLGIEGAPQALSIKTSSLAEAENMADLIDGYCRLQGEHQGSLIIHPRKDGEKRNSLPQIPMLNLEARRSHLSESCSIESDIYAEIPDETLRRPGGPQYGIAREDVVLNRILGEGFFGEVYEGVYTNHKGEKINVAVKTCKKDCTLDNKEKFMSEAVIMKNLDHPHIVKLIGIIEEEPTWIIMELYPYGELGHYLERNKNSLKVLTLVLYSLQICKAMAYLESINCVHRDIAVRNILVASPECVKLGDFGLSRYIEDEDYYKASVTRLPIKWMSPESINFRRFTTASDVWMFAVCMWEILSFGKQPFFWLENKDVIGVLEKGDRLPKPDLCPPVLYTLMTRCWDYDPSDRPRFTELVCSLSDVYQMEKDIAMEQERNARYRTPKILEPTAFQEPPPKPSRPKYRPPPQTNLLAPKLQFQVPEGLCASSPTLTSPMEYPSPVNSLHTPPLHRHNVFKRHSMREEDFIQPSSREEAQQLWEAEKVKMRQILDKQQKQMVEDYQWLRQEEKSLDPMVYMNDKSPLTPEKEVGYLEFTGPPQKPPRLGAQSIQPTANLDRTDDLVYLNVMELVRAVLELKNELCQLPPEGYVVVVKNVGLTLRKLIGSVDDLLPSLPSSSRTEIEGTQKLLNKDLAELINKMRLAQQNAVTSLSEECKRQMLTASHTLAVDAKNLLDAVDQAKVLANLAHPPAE
cytoskel mod: modifiers of cytoskeleton assembly. HUVEC TNFa F-actin phalloidin imaging, high content. inhibition, % at 2 µM. 91,000 compounds, 0.18% hits;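 active means inhibition above the batch mean plus 3 SD and confirmed as a hit by visual image inspection, cut at about 30% in these data, passing the limit was not always enough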; further: strong numbers were not always called active
Smad3 FoxH1 inh: inhibitors of human Smad3 transcription factor binding; inhibition, % at 25 µM; TR-FRET Smad3/Dy647-FoxH1 peptide binding, europium anti-His; P84022; 88,000 compounds, 0.29% hits;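 active means compounds that reduce the energy-transfer binding signal between the protein and its labelled peptide by more than half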;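 further: 0% = Smad3 plus labelled peptide maximal FRET and 100% = peptide-only background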
HUVEC prolif 384: blocks proliferation of human endothelial cells; HUVEC proliferation, CellTiter-Glo luminescence, 72 h; stronger effect = lower value; viability, % at 10 µM (by protocol); 86,000 compounds, 1.1% hits;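 active means viability at or below 30%; inactive means viability above 30%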;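 further: 100% = median luminescence of DMSO-only cell control wells on each plate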
IL1B cytotox: toxic to HUVEC cells under IL-1B stimulation; HUVEC cell count loss, Hoechst imaging, IL-1B stimulated; 94,000 compounds, 0.41% hits; cell count reduction, % at 2 µM;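 active means cell count reduction more than 3 SD above the screen-wide mean, cut at about 70% in these data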;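 further: normalized per plate to untreated control cells as the no-loss baseline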
H69AR inhibit: blocks growth of human H69AR lung tumor cells; viability, % at 10 µM; H69AR lung tumor viability, ATP luminescence, 72 h; stronger effect = lower value; 85,000 compounds, 6% hits;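 active means viability at or below 40%; inactive means viability above 40%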;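 further: multidrug resistant small cell line overexpressing MRP-1 efflux transporter; 100% = mean luminescence of untreated control wells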
VCAM1 TNFa inh: reduces TNF alpha induced VCAM1 expression in HUVEC. inhibition, % at 2 µM. 95,000 compounds, 0.48% hits. HUVEC TNFa-induced VCAM-1 immunofluorescence, high-content imaging;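 active means inhibition above the batch mean plus 3 SD, with images confirmed as a hit by eye, cut at about 37% in these data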;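 further: 0% = TNF-stimulated DMSO wells and 100% = unstimulated control wells; not every result past the cut was called active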
Numbers without * were called inactive; · = not tested or not shown; [ ] = remark or other dose. Only part of the results is shown (hit frequency here may not be typical).

entry | Compound | Lung fibro prol | HUVEC tox TNFa | Pyk2 oligo antag | cytoskel mod | Smad3 FoxH1 inh | HUVEC prolif 384 | IL1B cytotox | H69AR inhibit | VCAM1 TNFa inh
1 | CCOC(=O)c1c(C)[nH]c(NC(=O)Nc2c(C)n(C)n(-c3ccccc3)c2=O)c1C | 98 | 5 | 0.16 | -9 | 13[fluorescence artefact?] | 82 | -6 | 89 | 10
2 | Cc1ccc(N2CC(C(=O)OCC(=O)C(C)(C)C)CC2=O)cc1 (stereo not drawn) | 112 | -16 | 2.1 | -16 | 0 | 100 | 20 | 118 | -12
3 | O=S1(=O)CCC(N=Cc2cc(Br)ccc2O)C1 (stereo not drawn) | 95 | 17 | -0.17 | 12 | 5 | 107 | 0 | 88 | 8
4 | Cc1cc(-c2nnc3sc(C4CCCCC4)nn23)n[nH]1 | 111 | -4 | 1.8 | -23 | -4 | 113 | 8 | 98 | -4
5 | COCCSc1ccccc1C(=O)Nc1cc(C)on1 | 106 | -12 | 0.52 | -4 | -6 | 106 | -30 | 102 | -17
6 | CCCn1nc(NC(=O)c2ccccn2)c2cc3cc(C)ccc3nc21 | 104 | -4 | -1.8 | -3 | -1 | 86 | -4 | 67 | -19
7 | O=C(CSc1nnc(CN2CCCCCC2=O)n1-c1ccccn1)NCC(F)(F)F | 98 | -7 | 0.53 | -15 | 1 | 92 | -17 | 92 | -2
8 | COc1ccc(N2C(=O)c3ccccc3NC23C(=O)N(C)c2ccccc23)cc1 (stereo not drawn) | · | -12 | 0.04 | 3 | · | · | -14 | · | -10
9 | CSc1ccc(S(=O)(=O)NC2CCCCC2)cc1 | 103 | -11 | -1.4 | -21 | 3 | 100 | 3 | 103 | 7
10 | Cc1cc(C)n2nc(S(=O)(=O)N(C)Cc3ccccc3)nc2n1 | 107 | 2 | -0.44 | -4 | -7 | 105 | 22 | 90 | -11
11 | O=C(O)CC(=O)Nc1ccccc1C(=O)O | 108 | -6 | -0.01 | 6 | -10 | 90 | 3 | 109 | -6
12 | COc1ccc2c(CN(C)c3ccccc3)cc(=O)oc2c1 | 91 | 0 | 2.4 | -17 | 0 | 98 | 3 | 83 | 10
13 | O=C(CC1CCCCC1)NCC1CCCO1 (stereo not drawn) | 103 | -28 | 0.55 | 6 | 7 | 97 | 7 | 93 | -2
14 | COc1ccc(CCNCc2ccc(OCc3ccc(Cl)nc3)c(OC)c2)cc1OC | · | -33 | 0.69 | 24 | · | · | 6 | · | -20
15 | Cc1ccc(/C=C/C(=O)C2C(=O)c3ccccc3C2=O)cc1 | · | -5 | 0.07 | 19 | · | · | 8 | · | 19
16 | CCC(C)(C(=O)NC1CCCC1)N(Cc1ccco1)C(=O)Cc1cccs1 (stereo not drawn) | 106 | -6 | -0.42 | -14 | 8 | 120 | -25 | 102 | 9
17 | Cc1cc(C(F)F)n2ncc(C(=O)NCCc3ccc(Cl)cc3)c2n1 | 94 | -13 | 0.45 | 15 | 2 | 83 | -16 | 78 | -1
18 | O=C(Nc1ccccc1C(F)(F)F)c1cc(-c2cccc(O)c2)on1 | · | -21 | 0.62 | -6 | · | · | -33 | · | 18
19 | COc1ccc(N2CCN(C(=O)c3ccc(CS(=O)(=O)c4ccc(OC)cc4)o3)CC2)cc1 | 95 | -18 | · | 11 | 0 | 100 | -41 | 81 | -2
20 | CC(C)CCNC(=O)C(C)N(Cc1ccc(F)cc1)C(=O)c1ccc(CN2CCCCC2)o1 (stereo not drawn) | 93 | -1 | 0.27 | -3 | 2 | 89 | -3 | 60 | -5

Later entries.
entry | Compound | Lung fibro prol | HUVEC tox TNFa | Pyk2 oligo antag | cytoskel mod | Smad3 FoxH1 inh | HUVEC prolif 384 | IL1B cytotox | H69AR inhibit | VCAM1 TNFa inh
21 | CCOC(=O)N1CCN(CC(=O)Nc2c(C(=O)OC)[nH]c3cc(C)ccc23)CC1 | 85 | -15 | 1.2 | 0 | 2 | 82 | -17 | 45 | 2
22 | Cc1ccccc1C(=O)NC(=S)Nc1sc2c(c1C#N)CCC(C)C2 (stereo not drawn) | · | -8 | 0.4 | 7 | · | · | -20 | · | 6
23 | COc1ccc(CC(=O)OC(C)CN2CCCC2)cc1 (stereo not drawn) | 101 | · | 0.83 | · | 2 | 97 | · | 101 | ·
24 | O=C(Nc1nc2c(s1)CCCC2)c1ccc(Br)s1 | 84 | · | -1.1 | · | 1 | 82 | · | 55 | ·
25 | Nc1nc(SCC(=O)Nc2ccccc2-c2ccccc2)n[nH]1 | 104 | -1 | -0.64 | -13 | -3 | 91 | -2 | 90 | 11
26 | CCn1c(O)c(N=NC2=NC(=O)CS2)c2ccccc21 | · | -1 | -2 | 26 | · | · | 17 | · | 10
27 | COc1ccc(-n2cnnc2SCc2csc(-c3ccccc3)n2)cc1 | 92 | · | -0.87 | · | 7 | 102 | · | 86 | ·
28 | Cc1cc(-c2cc(-c3ccc(Cl)cc3)nc(N)c2C#N)co1 | 99 | -26 | 0.08 | 36 | -11 | 69 | -22 | 43 | 8
29 | COc1ccc(-c2cc(C(=O)N3CCCc4ccccc43)no2)cc1OC | 104 | -1 | -2.1 | -4 | -4 | 111 | -18 | 67 | 3
30 | Cc1ccc(Cn2cccc(NC(=O)c3ccco3)c2=O)cc1 | 100 | -17 | 1.7 | -49 | -5 | 101 | 1 | 93 | -4
31 | CCN(CC)CCNC(=O)c1c(O)c2cccc3c2n(c1=O)CCC3 | 93 | · | 0.4 | · | 1 | 103 | · | 31* | ·
32 | CC(C)Cn1c(C(C)C)nc([N+](=O)[O-])c1S(=O)(=O)c1ccc(F)cc1 | · | -6 | -0.66 | -9 | · | · | -8 | · | 8
33 | COc1ccc(-n2c(C)nn(C)c2=O)cc1 | · | -22 | 0.62 | 25 | · | · | -35 | · | -10
34 | CSc1nc(C)cc(SCC(=O)Nc2ccc(Cl)cc2Cl)n1 | 97 | -4 | 0.43 | -10 | -10 | 98 | -14 | 89 | 24
35 | Clc1ccc(OCc2cnc(Cl)s2)cc1 | · | -20 | 0.84 | 12 | · | · | -8 | · | 12
36 | Cc1ccc(S(=O)(=O)CC(=O)N(C)C)cc1 | 97 | -5 | 1.5 | -7 | 3 | 100 | 10 | 96 | 2
37 | Cc1nn(C)cc1CNC(=O)c1ccccc1Br | 101 | -12 | -0.59 | -7 | 11[fluorescence artefact?] | 95 | -25 | 91 | -12
38 | CCSc1nnc(NC(=O)CC)s1 | 103 | -12 | · | 15 | -1 | 93 | -16 | 98 | -11
39 | COc1ccc(NS(=O)(=O)c2ccc3oc4ccccc4c3c2)cn1 | 93 | -13 | -0.14 | -12 | -11 | 110 | -12 | 81 | -2
40 | O=C(Nc1nnc(C2CC2)s1)c1cc(-c2ccccc2)nn1-c1ccccc1 | 102 | · | -3.2* | · | 6 | 101 | · | 82 | ·

(cont.)
entry | Compound | Lung fibro prol | HUVEC tox TNFa | Pyk2 oligo antag | cytoskel mod | Smad3 FoxH1 inh | HUVEC prolif 384 | IL1B cytotox | H69AR inhibit | VCAM1 TNFa inh
41 | NC(=O)CSc1nnc(-c2ccco2)n1N | 104 | -13 | 0.52 | 7 | 8 | 97 | -1 | 96 | 0
42 | COc1ccccc1OCC(=O)Nc1ccc(S(=O)(=O)Nc2nc(C)cc(C)n2)cc1 | 92 | 4 | -0.46 | -15 | 6 | 84 | -137 | 85 | -2
43 | C=CCOC(=O)c1ccc(-n2cncn2)nc1 | 101 | -25 | -0.76 | -5 | 0 | 86 | -53 | 100 | 13
44 | CCCS(=O)(=O)N1CCN(C(=O)c2ccccc2F)CC1 | 96 | -6 | 0.17 | -27 | 6 | 105 | -17 | 109 | -2
45 | CC(=O)c1cc2c(cc1NC(=O)CCn1cccc1)OCO2 | 105 | 9 | -0.32 | 43 | 13 | 93 | -20 | 97 | -12
46 | c1ccc2c(c1)NC(c1ccncc1)n1c-2nc2ccccc21 (stereo not drawn) | 101 | · | 0.21 | · | 0 | 97 | -23 | 65 | ·
47 | COc1ccc(OC)c(NC(=O)CNC(=O)Cn2ccc3ccccc3c2=O)c1 | 102 | 4 | · | -6 | -14 | 90 | -4 | 103 | 4
48 | COc1cc(SC)ccc1C(=O)Nc1ccc2c(c1)CCN2S(C)(=O)=O | 96 | -22 | -0.22 | -2 | 4 | 73 | -25 | 87 | -1
49 | O=C(NC1CCCCC1)C(c1cccs1)N(CC1CCCO1)C(=O)c1csnn1 (stereo not drawn) | 96 | -14 | 0.69 | -37 | -9 | 85 | -3 | 87 | 6
50 | COc1ccc2nc(C)[nH]c(=O)c2c1 | 104 | -20 | -2.8 | -17 | -8 | 112 | -1 | 83 | -8
51 | O=C(Cc1c[nH]c2ccccc12)Nc1nccs1 | 97 | -9 | -0.73 | -3 | -8 | 90 | -13 | 95 | 0
52 | Clc1ccc(NC2=NCCCCC2)cc1 | · | -39 | -0.76 | 26 | 4 | 95 | 33 | 94 | -3
53 | O=C(CSc1cn(CCNC(=O)c2ccccc2)c2ccccc12)NCc1ccco1 | 93 | · | · | · | -8 | 74 | · | 81 | ·
54 | Cc1ccnc(SCCn2c(N3CCCCC3)nc3c2c(=O)n(C)c(=O)n3C)n1 | 100 | 16 | 0.91 | -8 | 3 | 96 | -1 | 87 | 4
55 | CC1CCN(C(=O)CSc2nnc(Cc3cccn3C)n2CCc2ccccc2)CC1 | 92 | · | · | · | -4 | 94 | · | 91 | ·
56 | Cn1c(=O)c(=O)n(C)c2cc(S(=O)(=O)N3CCc4ccccc43)ccc21 | 83 | -16 | -0.4 | -11 | 8 | 100 | -10 | 74 | 20
57 | CC1CN(c2nc(-c3ccccc3)nc3ccccc23)CC(C)O1 (stereo not drawn) | 85 | 14 | -1.1 | 20 | -11 | 75 | -23 | 86 | -8
58 | COc1ccc(S(=O)(=O)N2CCC(C)CC2)cc1Br | 103 | · | -2.4 | · | 0 | 99 | 10 | 98 | ·
59 | COc1ccc(-c2csc(NC(=O)c3nc(-c4ccccc4)oc3C)n2)cc1 | · | -31 | 2.8 | 4 | · | · | -18 | · | -15
60 | Cc1cc(N2C(=O)C(O)=C(C(=O)c3cccs3)C2c2ccccc2)no1 (stereo not drawn) | · | -23 | -0.33 | -3 | · | · | -3 | · | 6
61 | Cc1noc(NS(=O)(=O)c2ccc(NC(=O)CS(=O)(=O)c3ccccc3)cc2)c1C | · | 0 | -0.66 | 12 | · | · | -56 | · | 16
